Bioassay records (PubChem)
PG9 Ab binder: binders of HIV-1 gp120 antibody PG9, primary screen, biochemical, TR-FRET; HIV-1 gp120 / PG9 antibody interaction; TR-FRET gp120-PG9 antibody binding; inhibition, % at 6.7 µM; actives 0.43% (n = 360,000); AID 624416, 2012; in the data active means inhibition above about 8.5%
hgDAF12 agonist: H. glycines DAF-12 receptor agonists, primary screen, cell-based, luminescence, HEK293, GAL4 fusion, UAS-luciferase | AID 687014, 2013 | Nuclear hormone receptor DAF-12 (Heterodera glycines), GAL4 fusion | actives 1.8% (n = 370,000) | activation, % at 6.8 µM | HEK293 GAL4-hgDAF12 UAS-luciferase reporter, agonist luminescence; normalized to butyrate control;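 active means activation above a cutoff set at the mean of all screened compounds plus 3 SD, cut at about 10% in these data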;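 further: 0% = DMSO wells and 100% = sodium butyrate wells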
hcDAF-12 act: H. contortus DAF-12 nuclear receptor activators, primary screen, cell-based, luminescence, HEK293, lit1-tk-luc reporter | AID 652067, 2013 | activation, % at 6.8 µM | HEK293 hcDAF-12 lit1-tk-luc reporter; 0% DMSO, 100% Δ7-dafachronic acid | actives 1.4% (n = 370,000);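 active means activation above the mean of all tested compounds plus 3 SD, cut at about 5.5% in these data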;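 further: 100% = response to 3 µM Δ7-dafachronic acid high control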
FXN GAA850 act: FXN promoter activators, primary screen, cell-based, luciferase luminescence, HEK293 lucGAA850 | HEK293 lucGAA850 FXN promoter luciferase reporter, 24 h; percent of 10 µM SAHA response | activation, % at 6 µM | actives 0.56% (n = 360,000) | AID 540364, 2011;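 active means activation above the average of all compounds screened plus 3 SD, cutoff fixed separately per campaign, cut at about 7.5% in these data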;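 further: 0% = DMSO wells and 100% = 10 µM SAHA wells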
ADAM17 inh: ADAM17 inhibitors, primary screen, biochemical, QFRET; recombinant ADAM17, EDANS/DABCYL FRET peptide cleavage; Disintegrin and metalloproteinase domain-containing protein 17 (Homo sapiens), P78536; actives 0.83% (n = 370,000); inhibition, % at 6.95 µM; AID 720648, 2013;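 active means inhibition above the mean of compounds lying between control limits plus 3 SD, set per campaign, cut at about 8.5% in these data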;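 further: 0% = DMSO-only wells as the low control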
DAX1 inh-1: DAX1 (NR0B1) inhibitors, primary screen, cell-based, HEK293, Gal4-DAX1, luciferase luminescence. Nuclear receptor subfamily 0 group B member 1 (Homo sapiens), P51843. HEK293 Gal4-DAX1 luciferase reporter. inhibition, % at 6.75 µM. actives 0.99% (n = 340,000). AID 504766, 2011;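 active means inhibition above the mean over all tested compounds plus 3 SD, cut at about 4.2% in these data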;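 further: 0% = DAX1-transfected cells with DMSO and 100% = empty-vector control cells with DMSO; inhibition shows as a rise in luminescence from relieved DAX1 repression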
Target sequence (P51843 207-470 limits assumed): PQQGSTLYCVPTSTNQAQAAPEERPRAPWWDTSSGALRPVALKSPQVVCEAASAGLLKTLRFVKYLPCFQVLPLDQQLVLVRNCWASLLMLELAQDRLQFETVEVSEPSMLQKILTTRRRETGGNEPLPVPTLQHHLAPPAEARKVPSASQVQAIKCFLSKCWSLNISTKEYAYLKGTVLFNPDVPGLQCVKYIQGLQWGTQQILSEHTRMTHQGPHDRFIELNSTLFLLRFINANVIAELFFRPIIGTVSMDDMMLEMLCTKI
DAX1 inh-2: DAX1 (NR0B1) inhibitors on StAR promoter, primary screen, cell-based, luminescence, SF-1 (NR5A1), full-length DAX-1; actives 1.1% (n = 370,000); AID 652010, 2013; inhibition, % at 6.8 µM; HEK293T StAR-luciferase reporter, SF-1/DAX-1 repression relief;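 active means inhibition above the mean over all tested compounds plus 3 SD, cut at about 3.6% in these data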;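 further: 0% = DAX-1 cells with DMSO and 100% = cells lacking DAX-1 with DMSO; higher inhibition means more luminescence from relief of DAX-1 repression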
GC-A act: GC-A stimulated cGMP production enhancers – HEK293 GC-A cells, cGMP TR-FRET, EC30 ANP, primary screen. activation, % at 10 µM. 0% at EC30 ANP, 100% saturating ANP. Atrial natriuretic peptide receptor 1 (Homo sapiens), P16066. actives 0.14% (n = 370,000); in the data active means activation above about 40%
ADAM10 inh: human ADAM10 inhibitors, primary screen, biochemical, QFRET, HTS; Disintegrin and metalloproteinase domain-containing protein 10 (Homo sapiens), O14672; recombinant ADAM10, EDANS/DABCYL FRET peptide cleavage, 3 h; inhibition, % at 7 µM; actives 0.62% (n = 370,000);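 active means inhibition above a per-campaign cutoff equal to the mean of compounds falling between control-based bounds plus 3 SD, cut at about 20% in these data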;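 further: 0% = DMSO wells while the 100% control is not disclosed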
Target sequence (O14672 214-748 limits assumed): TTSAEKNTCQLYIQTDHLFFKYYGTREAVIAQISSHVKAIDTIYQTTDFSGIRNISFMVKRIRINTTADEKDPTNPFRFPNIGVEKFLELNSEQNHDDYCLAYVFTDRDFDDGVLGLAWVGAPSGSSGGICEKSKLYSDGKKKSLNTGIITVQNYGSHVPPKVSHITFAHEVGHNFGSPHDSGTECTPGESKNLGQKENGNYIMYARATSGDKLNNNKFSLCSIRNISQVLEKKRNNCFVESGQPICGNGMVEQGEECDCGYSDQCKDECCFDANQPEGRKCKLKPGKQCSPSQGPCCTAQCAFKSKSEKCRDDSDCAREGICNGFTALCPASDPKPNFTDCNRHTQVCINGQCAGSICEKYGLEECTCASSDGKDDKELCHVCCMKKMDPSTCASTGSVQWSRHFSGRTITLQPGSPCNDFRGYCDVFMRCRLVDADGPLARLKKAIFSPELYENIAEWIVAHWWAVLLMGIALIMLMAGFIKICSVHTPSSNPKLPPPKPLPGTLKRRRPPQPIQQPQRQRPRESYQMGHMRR
ssDAF12 agonist: S. stercoralis DAF-12 nuclear receptor activators, primary screen, cell-based, luminescence, HEK293, GRIP1 co-expression, lit1-tk-luc | Nuclear hormone receptor DAF-12 (Strongyloides stercoralis) | activation, % at 6.8 µM | HEK293 ssDAF-12/GRIP1 lit1-tk-luc reporter; % of 3 µM dafachronic acid response | actives 1% (n = 370,000) | AID 652126, 2013;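 active means activation above the mean over all tested compounds plus 3 SD, cut at about 0.9% in these data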;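 further: 0% = DMSO-only wells and 100% = 3 µM delta7-dafachronic acid wells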
SMARCA2 act: SMARCA2 (BRM) function activators, primary screen, cell-based, luminescence, high throughput; activation, % at 9.1 µM; MG213 cells, MMTV-luciferase reporter, dexamethasone, overnight; actives 1% (n = 370,000); in the data active means activation above about 7.8%;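 further: 0% = vehicle wells and 100% = reference activator wells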
Starred values were filed as active, the others as inactive; · = not tested or not shown.

Results follow in this order: GC-A act, PG9 Ab binder, ADAM10 inh, hcDAF-12 act, ADAM17 inh, DAX1 inh-2, ssDAF12 agonist, DAX1 inh-1, FXN GAA850 act, SMARCA2 act, hgDAF12 agonist
1. COc1ccc(Cn2c(N)c(C#N)c3nc4ccccc4nc32)cc1OC
 : 25.7, 2.6, -226.6, -1.4, -89.1, -0.4, -1.2, -1.7, 2.7, -1.2, -2.8
2. COc1ccccc1Nc1nc(N)nc(CSc2nccc(C)n2)n1
 : 2.7, -0.8, 2.3, -1.5, -4.2, 0.4, -0.9, -1.1, 1.7, 0.0, -3.2
3. CC(C)N1CC(COc2ccc(Br)cc2)OC1=O (stereo not given)
 : 8.1, -0.4, -4.2, -2.0, -2.2, 0.0, -0.8, 0.3, 2.4, -0.6, -1.7
4. Fc1ccc(-c2ccc(CNCc3ccccn3)o2)cc1
 : 1.4, -1.5, -1.5, 1.3, -2.7, 0.7, -1.1, -0.2, 3.5, 0.5, 3.2
5. O=C(C[n+]1ccccc1)N/N=C/c1ccc(C(=O)O)cc1
 : 4.6, 2.2, 0.1, -0.8, -0.3, 1.3, -1.1, 0.2, -1.6, 0.8, 0.8
6. COc1ccccc1NS(=O)(=O)c1ccc(Cl)cc1
 : -5.9, -0.9, 0.5, 1.5, -1.3, -0.2, -1.5, 0.2, -1.5, 2.2, 1.7
7. Cc1nc(C(C)(C)O)n(-c2ccccc2)n1
 : 1.6, -1.0, 3.0, 0.4, -1.1, 0.8, -0.9, 0.3, -0.4, -1.4, -0.2
8. COc1cc(CC(=O)OCC(=O)Nc2cc([N+](=O)[O-])ccc2Cl)cc(OC)c1OC
 : 0.9, 0.2, 1.1, -2.3, -6.6, -0.2, -1.4, 0.0, 0.2, -3.9, -0.9
9. O=C(CN1CCCCCC1)Nc1ccccc1[N+](=O)[O-]
 : 6.0, -2.2, 0.1, 0.0, 0.4, -0.7, -1.2, -1.5, 0.5, 2.0, -1.8
10. COc1ccc(C2CC(c3ccc(C)cc3)=NN2C(=O)c2ccccc2)cc1 (stereo not given)
 : 2.9, -2.5, -9.0, -0.8, -2.3, 0.0, -1.5, -0.6, 2.6, -0.9, 4.4
11. Cn1ccc(C(=O)N/N=C/c2ccccc2[N+](=O)[O-])n1
 : -2.3, -2.1, 2.3, 2.0, -2.2, 0.3, -0.7, 1.6, 1.2, 8.2*, 3.3
12. O=C(c1cccc(Br)c1)c1conc1C(=O)c1ccco1
 : -1.6, -0.9, 3.8, -0.2, -1.1, -0.1, -1.1, -1.1, 1.3, 0.5, -0.7
13. CCC(=O)NCCCOc1ccccc1
 : 3.2, 1.1, -0.6, 0.9, -2.6, -0.2, -0.7, 0.3, 0.2, 2.5, 2.3
14. CCOC(=O)c1ccc(NNC(C)=O)c([N+](=O)[O-])c1
 : 1.6, -3.3, 9.1, -0.5, 0.6, -0.1, -2.3, 0.1, -1.1, 0.7, -1.0
15. Cc1cccc(C)c1NC(=O)Cn1nc(-c2ccccc2)nc1-c1ccccc1
 : 0.8, 1.6, -1.2, 0.5, 0.3, 0.7, -1.4, 1.1, 1.3, -1.1, -1.0
16. O=C(OCCN=C1NS(=O)(=O)c2ccccc21)c1cccnc1
 : 1.8, -0.9, 0.9, 1.1, -2.9, -0.5, -1.1, 0.7, 1.4, -1.6, -1.3
17. COc1ccc(-c2csc(C(C)(O)c3cccc(F)c3)n2)cc1OC (stereo not given)
 : 4.2, -2.7, 13.0, -1.7, 4.9, -0.9, -0.9, ·, 1.8, 4.8, -4.5
18. O=C(COc1ccc(F)cc1)N(Cc1cccc(Br)c1)C1CCS(=O)(=O)C1 (stereo not given)
 : -1.5, -0.3, -2.6, -2.2, -4.2, -0.8, -0.9, 1.0, -1.4, -0.2, -0.2
19. CCn1c(SCC(=O)Nc2cccc(O)c2)nc2c1c(=O)n(C)c(=O)n2C
 : 3.2, 0.1, 1.7, 0.7, -3.2, 0.1, -0.8, 0.8, 2.5, -1.6, 0.0
20. CC1CCN(C(=O)/C=C/c2ccc(C(C)(C)C)cc2)CC1
 : -4.4, 0.6, -0.6, 0.6, -1.6, 0.8, -1.8, 0.9, 2.9, 5.0, 1.7

More records
Results follow in this order: GC-A act, PG9 Ab binder, ADAM10 inh, hcDAF-12 act, ADAM17 inh, DAX1 inh-2, ssDAF12 agonist, DAX1 inh-1, FXN GAA850 act, SMARCA2 act, hgDAF12 agonist
21. COc1ccccc1CNC(=O)c1c(-c2ccccc2)nn(-c2ccccc2)c1C
 : -1.3, 1.8, -7.1, -0.6, 0.6, -1.2, -1.8, -0.6, -0.4, -2.6, -4.3
22. CCOC(=O)/C(=N\Nc1ccc(Cl)cc1)c1csc(Nc2ccccc2)n1
 : 3.3, -1.8, 14.3, 0.2, 3.5, 1.0, -0.9, -1.4, 8.0*, -2.5, 0.8
23. Cc1nnc(SCC(=O)Nc2ccc(Cl)cn2)[nH]c1=O
 : 3.2, -0.4, 1.3, 0.8, 2.2, -0.2, -0.8, -0.5, -0.1, 0.7, 1.7
24. CN1C(=O)C(C)(C)c2cc(S(=O)(=O)NCc3ccc(C(=O)NCc4ccco4)cc3)ccc21
 : 2.1, 2.0, -2.4, 3.0, -1.0, 0.7, -1.5, 0.6, 0.6, 4.0, -0.5
25. COC(=O)[C@@]1(C)[C@H]2C(=O)N(Cc3ccccc3)C(=O)[C@H]2[C@H]2CN=C(SC)N21
 : 0.6, -1.0, -11.5, 1.0, -5.0, 0.8, -1.0, 0.4, 5.2, -6.3, -0.6
26. Brc1cccc(CNc2nc3ccccc3n2CCN2CCOCC2)c1
 : -17.3, -1.6, -4.0, -0.7, -2.4, 0.2, -1.6, -0.2, 2.3, 0.5, -4.8
27. CSc1ccccc1NC(=O)COC(=O)Cc1ccsc1
 : -0.6, 1.3, -6.3, 2.4, -0.6, 0.2, -1.1, 1.4, 1.2, 0.2, -0.1
28. CN1/C(=C\C=C2\N=C(c3ccc(F)cc3)OC2=O)C(C)(C)c2ccccc21
 : -1.3, -0.7, -8.8, -1.4, -2.7, -1.4, -1.2, -1.2, -2.7, -0.8, -2.6
29. Cc1cccc(C)c1NC(=O)CNC(=O)C12CC3CC(CC(O)(C3)C1)C2
 : 1.3, -1.4, 2.4, 0.5, 0.3, 1.1, -0.4, -0.2, 2.3, -1.7, -0.7
30. COc1ccc(OC)c(S(=O)(=O)Nc2ccc3[nH]c(=O)[nH]c3c2)c1
 : 0.6, 0.2, 3.0, 0.2, -0.3, -0.1, -1.0, 0.4, 0.4, -3.0, -0.7
31. O=C(Cc1ccccc1)NCC(=O)OCC(=O)c1ccc(Cl)c([N+](=O)[O-])c1
 : -2.5, 1.9, -5.5, -2.1, -3.8, -0.3, -0.8, 0.6, 2.2, -1.6, -1.3
32. O=C(CSc1ccc2ccccc2c1)Nc1nc2ccccc2[nH]1
 : -0.3, 0.3, 3.8, 3.9, -1.3, -0.5, -0.5, 0.7, -0.2, 4.9, 0.5
33. Cc1ccc(/C([O-])=C(/C(=S)NCCN2CCOCC2)[n+]2ccccc2)cc1[N+](=O)[O-]
 : 1.6, 1.9, -7.0, 0.3, -6.3, -0.1, -1.3, 0.0, 2.5, 2.0, 2.7
34. CCOC(=O)C1C(=O)NC(SCC(N)=O)=C(C#N)C1c1ccccc1OCC (stereo not given)
 : -3.9, -0.5, 1.7, -0.9, 2.0, -0.1, -0.7, -0.5, -0.9, -1.6, -1.9
35. Cc1ccc(C)c(NC(=O)CSc2n[nH]c(-c3ccncc3)n2)c1
 : -0.2, -1.3, -3.6, -1.0, -1.6, -0.9, -0.7, 0.2, 1.9, -0.7, -0.4
36. Cc1nonc1CN(C)C(=O)CC1C(=O)NCCN1Cc1ccccc1F (stereo not given)
 : 3.0, 0.8, -24.8, -0.1, -7.5, -0.1, -0.7, 2.0, 1.4, -3.6, 0.3
37. Cc1ccc(CN(CC(=O)N/N=C/c2ccccc2[N+](=O)[O-])S(=O)(=O)c2ccc(C)cc2)cc1
 : -2.0, -1.2, 13.2, 0.0, 9.1*, 0.1, -1.7, -0.7, 0.3, -0.7, -0.6
38. COc1ccc([C@@H]2CC(=O)c3c(O)cc(O[C@@H]4OC(CO[C@@H]5OC(C)[C@H](O)[C@H](O)C5O)[C@@H](O)[C@@H](O)C4O)cc3O2)cc1O (stereo not given in full)
 : 0.7, -0.7, -7.5, 0.2, -4.8, 0.2, -1.2, -0.5, 0.6, -1.9, -3.3
39. CN(C)S(=O)(=O)c1cccc(NC(=O)COC(=O)c2c[nH]c(=O)[nH]c2=O)c1
 : -2.6, -0.8, 3.2, 1.0, -0.2, 0.1, 0.6, -1.2, 0.2, -2.5, -0.8
40. COc1ccccc1NC(=O)Nc1nc(C(N)Cc2ccc(Cl)cc2)cs1 (stereo not given)
 : -4.3, -0.2, 2.3, -0.3, -4.6, -1.3, -1.3, ·, 2.3, -3.4, 3.2

The list goes on:
Results follow in this order: GC-A act, PG9 Ab binder, ADAM10 inh, hcDAF-12 act, ADAM17 inh, DAX1 inh-2, ssDAF12 agonist, DAX1 inh-1, FXN GAA850 act, SMARCA2 act, hgDAF12 agonist
41. CCC1CCCCN1CCCNC(=O)CS(=O)Cc1nc(-c2ccc(OC)c(OC)c2)oc1C (stereo not given)
 : -4.2, -0.2, 0.8, -1.1, -4.9, 2.2, -1.1, 0.5, 0.2, -0.4, -1.8
42. O=C(CN1C(=O)NC2(CCCC2)C1=O)Nc1ccccc1
 : 4.2, -2.2, 0.8, 0.3, 0.1, 0.2, -0.4, 2.2, 4.3, -0.3, -1.3
43. O=C(c1ccc(OCC2CCCO2)cc1)N1CCN(c2ccccc2)CC1 (stereo not given)
 : -3.0, -0.4, 6.4, -1.6, -4.2, 0.8, -1.2, -0.8, 1.6, -3.5, 3.1
44. Cc1ccc(NCc2nnc(SCC(=O)NCc3ccco3)n2CC2CCCO2)c(C)c1 (stereo not given)
 : -2.0, -0.1, -10.2, -2.1, -6.8, 0.5, -1.3, -0.2, 1.8, -2.1, -1.8
